# High-throughput results (PubChem BioAssay)
# TIM10 inh – inhibits growth of TIM10 yeast strain | inhibition, % at 10 µM | hit rate 1.4% among 330,000 | S. cerevisiae TIM10 strain growth, BacTiter-Glo luminescence, 24 h | AID 463195;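 active = inhibition of 40% or more at the single tested concentration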;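 note: wild-type TIM10 isogenic control strain grown at permissive 25 °C; 0% = DMSO yeast wells and 100% = minimal medium wells without yeast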
# Apaf1 inhib – human Apaf-1 inhibition; O14727; reconstituted apoptosome caspase-3 activity, DEVD-Rh110 fluorescence; inhibition, % at 20 µM; hit rate 0.71% among 330,000; AID 489030; active = inhibition of at least 40% at 20 µM;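 note: plate controls were DMSO wells for no effect and DEVD-CHO caspase inhibitor wells for full effect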
# Target sequence (O14727 whole entry, looked up): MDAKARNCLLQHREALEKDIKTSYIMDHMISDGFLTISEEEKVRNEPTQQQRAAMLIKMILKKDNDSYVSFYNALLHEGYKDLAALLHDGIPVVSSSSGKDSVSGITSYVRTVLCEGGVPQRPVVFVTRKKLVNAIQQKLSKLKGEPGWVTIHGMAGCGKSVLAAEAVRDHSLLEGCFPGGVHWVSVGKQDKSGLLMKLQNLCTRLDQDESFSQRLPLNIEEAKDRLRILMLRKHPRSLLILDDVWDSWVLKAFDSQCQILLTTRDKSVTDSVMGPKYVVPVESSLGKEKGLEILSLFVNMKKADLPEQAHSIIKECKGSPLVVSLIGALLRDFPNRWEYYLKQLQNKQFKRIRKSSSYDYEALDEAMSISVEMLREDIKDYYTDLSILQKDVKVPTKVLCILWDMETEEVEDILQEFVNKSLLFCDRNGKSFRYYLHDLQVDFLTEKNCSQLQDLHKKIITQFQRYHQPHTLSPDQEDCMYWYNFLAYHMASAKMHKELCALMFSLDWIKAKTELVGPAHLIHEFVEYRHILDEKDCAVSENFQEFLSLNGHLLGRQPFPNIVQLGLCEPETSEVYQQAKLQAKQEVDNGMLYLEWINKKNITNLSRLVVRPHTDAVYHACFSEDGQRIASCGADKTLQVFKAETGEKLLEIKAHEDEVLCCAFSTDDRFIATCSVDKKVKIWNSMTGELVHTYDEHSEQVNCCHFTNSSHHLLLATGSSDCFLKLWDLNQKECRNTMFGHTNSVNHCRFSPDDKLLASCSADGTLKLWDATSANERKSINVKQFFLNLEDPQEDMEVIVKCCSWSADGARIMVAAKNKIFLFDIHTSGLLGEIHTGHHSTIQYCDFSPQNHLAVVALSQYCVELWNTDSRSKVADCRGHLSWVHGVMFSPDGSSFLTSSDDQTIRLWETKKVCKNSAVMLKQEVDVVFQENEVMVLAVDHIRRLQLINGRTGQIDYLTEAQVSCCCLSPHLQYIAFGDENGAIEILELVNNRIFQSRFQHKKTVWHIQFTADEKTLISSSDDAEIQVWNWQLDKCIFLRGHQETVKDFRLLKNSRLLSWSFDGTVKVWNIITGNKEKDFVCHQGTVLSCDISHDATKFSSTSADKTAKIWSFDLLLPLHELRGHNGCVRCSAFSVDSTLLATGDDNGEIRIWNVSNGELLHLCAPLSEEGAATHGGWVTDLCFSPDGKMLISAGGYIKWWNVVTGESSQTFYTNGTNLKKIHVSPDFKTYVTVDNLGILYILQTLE
#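 System – cell-free apoptosome with Apaf-1, procaspase-3 and caspase-9 · Buffer or medium – pH 7.5 Hepes buffer with CHAPS, BSA, DTT · Also added – cytochrome c with DEVD-Rh110 · Times – 30 min compound preincubation, 50 min activation, room temperature · Technique – Rh110 fluorescence intensity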
# tim10-1 inh – growth inhibitors of tim10-1 mutant yeast. inhibition, % at 20 µM. S. cerevisiae tim10-1 ts strain growth, BacTiter-Glo, 24 h. hit rate 2.2% among 330,000;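 active = inhibition of at least 40%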;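 note: mutant grown at 25 °C; 0% = DMSO wells with yeast and 100% = wells holding no yeast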
# NALP3 yeast inh – blocks the NALP3 inflammasome reconstituted in yeast; Yeast reconstituted NLRP3/ASC/caspase-1, beta-gal luminescence, 24 h; inhibition, % at 10 µM; hit rate 0.39% among 330,000;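 active = inhibition of 50% or more; inactive = inhibition below 50%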;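 note: plate controls were induced DMSO wells for no effect and uninduced yeast grown without galactose for full effect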
# ATG4B inh – ATG4B (human) cysteine protease inhibition; AID 504462; inhibition, % at 8.33 µM; ATG4B cleavage of LC3-PLA2, NBD-HPC fluorescence, 1 h; Q9Y4P1; hit rate 0.51% among 340,000; in the data active = inhibition above about 40%
# mIAP inh – blocks mouse intestinal alkaline phosphatase; purified mouse IAP, CDP-Star luminescence, 30 min; inhibition, % at 10 µM; hit rate 0.2% among 330,000; AID 2806;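 active = inhibition of at least 40% at 10 µM in the primary screen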;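 note: plate controls were DMSO with enzyme for no effect and no enzyme wells for full effect; values of inactives mirror those of a sister screen read the other way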
# mIAP activ – increases mouse intestinal alkaline phosphatase activity. muIAP, CDP-Star luminescence, 30 min; stronger effect = higher value; 1 = vehicle-only enzyme signal, 0 = enzyme-free wells. activation factor at 10 µM. hit rate 0.24% among 330,000. AID 2805;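 active = activation factor of at least 2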; note: the source names both 10 and 20 µM as test concentration; values of inactives mirror those of a sister screen read the other way
#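 Assay system: mouse IAP enzyme / Compound: DMSO-dissolved test compounds / Timing: 30 min, room temperature / Measured by: luminescence from enzymatic CDP-Star hydrolysis / Control set: DMSO-only wells, enzyme-free buffer wells as negative control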
# hIAP inh – blocks human intestinal alkaline phosphatase; purified IAP, CDP-Star luminescence, 30 min; inhibition, % at 10 µM; hit rate 0.12% among 330,000;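 active = inhibition reaching a set limit with compound at 10 µM in the primary screen, cut at about 35% in these data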;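 note: plate controls were DMSO wells with enzyme for no effect and no-enzyme buffer wells for full effect; values of inactives mirror those of a sister screen read the other way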
# hIAP act – increases human intestinal alkaline phosphatase activity; purified human IAP, CDP-Star luminescence, 30 min; stronger effect = higher value; 1 = vehicle-only enzyme, 0 = enzyme-free background; activation factor at 10 µM; hit rate 0.16% among 330,000;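 active = activation factor of the enzyme at least 2-fold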; note: the source names both 10 and 20 µM as test concentration; values of inactives mirror those of a sister screen read the other way
# Starred values were filed as active, the others as inactive.
compound	Apaf1 inhib	hIAP inh	tim10-1 inh	NALP3 yeast inh	TIM10 inh	mIAP activ	hIAP act	ATG4B inh	mIAP inh
CCC1(CC)C(=O)N=C2c3ccccc3C(=O)N21	-14.6	-3.3	-8.8	-3.0	-2.1	0.98	1.03	0.4	2.0
Nc1cc(C(Cl)=C(Cl)Cl)c(S(N)(=O)=O)cc1S(N)(=O)=O	-6.3	17.4	4.8	17.0	2.3	0.838	0.826	4.2	16.2
C[C@@H](NC(=O)CN1C(=O)c2ccccc2S1(=O)=O)c1ccccc1	4.2	-5.6	-11.0	4.1	13.1	0.99	1.06	-2.0	1.0
CN(C)c1ccc(NC(=O)CCCCCn2nnc3ccccc3c2=O)cc1	11.0	1.5	28.8	17.7	2.5	1.11	0.985	0.6	-10.9
CCCn1c(=O)c2ccccc2n2c(SCC(=O)c3ccccc3)nnc12	-4.9	14.4	4.6	16.8	4.6	0.903	0.856	-2.2	9.7
NC(=O)C1(N2CCCCC2)CCN(S(=O)(=O)c2ccccc2)CC1	-16.9	6.6	3.9	5.2	-5.0	0.975	0.934	2.2	2.5
CCn1nc(C(=O)Nc2ccc(Cl)c(S(=O)(=O)N3CCOCC3)c2)c2ccccc2c1=O	16.2	-4.9	11.7	3.5	1.7	0.96	1.05	-4.5	4.0
CC1CCCC(C)N1C(=O)COC(=O)c1cc(F)c(F)cc1Cl (centres undefined)	3.2	12.8	-5.3	15.4	-2.3	1.03	0.872	-3.4	-3.3
CC(C)C(=O)NC(NCC1CCCO1)C(Cl)(Cl)Cl (centres undefined)	-3.4	-6.3	6.2	10.9	-1.5	1.05	1.06	2.5	-4.9
COc1ccc(CNC(=O)c2c(-c3c(F)cccc3Cl)noc2C)cc1	-0.2	-6.7	4.0	10.5	0.6	0.989	1.07	-0.5	1.1
CCC(C)NC(=O)c1ccccc1SC (centres undefined)	-1.9	-15.2	5.2	8.4	-3.3	1.02	1.15	-0.5	-1.7
COc1cccc(/C(O)=C2/C(=O)C(=O)N(c3cc(C)on3)C2c2cccs2)c1 (centres undefined)	12.7	-11.5	20.6	6.3	4.9	1	1.11	5.7	-0.5
COc1cc(/C=N\NC(=O)C2COc3ccccc3O2)cc(OC)c1O (centres undefined)	-25.4	16.5	-9.1	-7.0	-3.0	0.978	0.835	-9.6	2.2
CN(C)S(=O)(=O)c1ccc(N2CCCC2)c(C(=O)Nc2nc3ccc(F)cc3s2)c1	18.9	6.7	11.7	-7.2	8.6	0.957	0.933	-7.9	4.3
Cc1cc(C(=O)OCC(=O)NC2CCC(C)CC2)c(C)o1 (centres undefined)	5.0	-5.8	1.2	23.8	8.2	1.1	1.06	-2.7	-10.2
Nn1cc(-c2ccccc2)nc1SCC(=O)NCC(F)(F)F	0.9	13.8	5.3	-6.2	4.6	0.912	0.862	-9.1	8.8
O=c1[nH][nH]cc1C=Nc1ccccc1Cl	-4.2	0.8	2.7	-11.6	6.6	0.968	0.992	7.1	3.2
CC(=O)n1ccnc1	-3.3	-8.7	4.4	15.2	11.3	0.917	1.09	0.2	8.3
COc1cc(CCC(=O)OCC(=O)Nc2ncc(Cl)cc2Cl)cc(OC)c1OC	0.2	-0.8	14.9	1.1	1.5	0.877	1.01	2.9	12.3
O=C1CS/C(=N/N=C/c2ccccc2OS(=O)(=O)c2ccccc2)N1	0.5	4.9	17.1	1.5	4.6	1	0.951	4.9	-0.4

# An excerpt of these results, with each value named.
structure: Cc1cc(C(=O)OCC(=O)NC2CCC(C)CC2)c(C)o1 (centres undefined)
  Apaf1 inhib: 5.0
  hIAP inh: -5.8
  tim10-1 inh: 1.2
  NALP3 yeast inh: 23.8
  TIM10 inh: 8.2
  mIAP activ: 1.1
  hIAP act: 1.06
  ATG4B inh: -2.7
  mIAP inh: -10.2
structure: Nn1cc(-c2ccccc2)nc1SCC(=O)NCC(F)(F)F
  Apaf1 inhib: 0.9
  hIAP inh: 13.8
  tim10-1 inh: 5.3
  NALP3 yeast inh: -6.2
  TIM10 inh: 4.6
  mIAP activ: 0.912
  hIAP act: 0.862
  ATG4B inh: -9.1
  mIAP inh: 8.8

# Next structures follow:
compound	Apaf1 inhib	hIAP inh	tim10-1 inh	NALP3 yeast inh	TIM10 inh	mIAP activ	hIAP act	ATG4B inh	mIAP inh
CC1Cc2ccccc2N1C(=O)CSc1nnc2c(n1)[nH]c1ccccc12 (centres undefined)	28.9	-3.3	11.7	22.7	11.6	0.794	1.03	-4.2	20.6
O=C(c1ccco1)N1CCN(c2ncnc3scc(-c4cccs4)c23)CC1	6.1	-6.4	45.6*	9.6	9.8	1.01	1.06	2.5	-1.5
CCOC(=O)c1ccc2c(c1)nc(SCC(=O)NC(C)C)n2CC	-14.5	-20.5	12.9	0.4	0.2	0.984	1.21	-5.3	1.6
COc1ccc(-c2csc(NC(=O)C3=COCCO3)n2)cc1OC	7.7	-5.4	21.6	24.4	13.1	0.933	1.05	-3.3	6.7
Cc1cc(C(=O)NNC(=O)c2ccc(C)s2)c(C)o1	-3.6	-23.8	-18.4	16.7	-5.9	0.987	1.24	5.0	1.3
CCCc1cc(=O)n2[nH]c(-c3ccco3)nc2n1	5.7	-11.9	-0.3	0.8	-5.1	0.887	1.12	-2.4	11.3
O=C(c1ccccc1Cl)N1CCC(c2nc3c(nnn3Cc3ccco3)c(=O)[nH]2)CC1	2.2	9.8	2.4	8.3	-5.2	0.978	0.902	-10.0	2.2
Cc1noc(C)c1S(=O)(=O)Nc1ccc(C(=O)N2CCN(c3cccc(Cl)c3)CC2)cc1	7.2	-14.2	7.1	0.6	-3.3	0.962	1.14	-16.1	3.8
CN(c1ccccc1)S(=O)(=O)c1ccc(C(=O)Nc2ncccc2O)cc1	9.6	1.8	3.7	7.5	-1.5	0.917	0.982	2.9	8.3
CC(CCc1ccccc1)NC(=O)CN1C(=O)NC2(CCCCC2C)C1=O (centres undefined)	1.2	10.5	-2.6	2.6	-2.3	1.07	0.895	6.7	-6.7
C/C(CC(=O)Nc1cc(C)ccn1)=N\NC(=O)c1ccc(C)cc1	-12.2	-12.9	-1.5	1.0	-6.4	0.949	1.13	10.4	5.1
CC(=O)c1ccc(OCc2cc(C(=O)NCCN3CCCC(O)C3)no2)cc1 (centres undefined)	6.2	18.3	3.6	-3.6	0.2	0.967	0.817	-3.8	3.3
CC(=O)C1=C(O)C(=O)N(CCC(=O)O)C1c1ccc(Cl)cc1Cl (centres undefined)	-11.1	-5.1	15.1	10.8	10.1	1.07	1.05	14.2	-7.1
COc1ccc2nc(SCC(=O)NN)cc(C)c2c1	3.2	4.0	22.1	4.6	12.2	1.01	0.96	-5.2	-0.9
CCOC(=O)C1(Cc2ccccc2)CCCN(Cc2ccc(OCC)c(CO)c2)C1 (centres undefined)	7.4	-19.5	0.5	18.7	-10.7	1.06	1.2	7.6	-6.0
COc1ccc(C(=O)Nc2c(Cl)cc(Cl)cc2C(=O)N2CCOCC2)cc1	-14.4	13.2	19.7	17.7	4.5	0.923	0.868	0.4	7.7
Cc1ccc(C)c(NC(=O)CN(C)C(=O)c2cc3c(s2)CCCCC3)c1	14.5	-12.3	6.2	8.7	-5.3	0.912	1.12	3.9	8.8
CCN(CC)CCn1c2c(c(SCC(=O)Nc3nccs3)nc1=O)CCCC2	-49.6	5.2	-4.6	15.1	7.3	0.933	0.948	-10.4	6.7
COc1cc(NC(=O)c2ccc(Cl)cc2)c(OC)cc1Cl	5.9	11.1	20.9	3.3	6.2	0.949	0.889	10.4	5.1
COCCCNCCCCOc1ccc(OCc2ccccc2)cc1	6.3	-5.3	-7.7	35.9	22.1	0.974	1.05	-1.4	2.6
CN(CC(=O)Nc1ccccc1Br)C(=O)CNC(=O)c1cccs1	-11.2	-0.6	4.1	-3.8	1.3	0.959	1.01	-6.4	4.1
CN1CCN(CCC(=O)Nc2ccc3c(c2)OCO3)CC1	11.6	5.8	1.7	8.8	-16.9	0.942	0.942	-0.4	5.8
C=CCN1C(=O)/C(=C2/Sc3ccccc3N2C)SC1=Nc1c(C)n[nH]c1C	7.5	-18.5	0.5	20.5	7.6	0.958	1.19	-6.0	4.2
CCOC(=O)C(=O)N1CCN(c2nc(-c3ccc(Cl)cc3)cs2)CC1	14.1	18.1	24.6	32.3	1.6	1	0.819	2.4	-0.4
CN1N=C(C(=O)N2CCc3c([nH]c4ccccc34)C2c2ccccc2Cl)CCC1=O (centres undefined)	12.4	-19.7	-0.4	14.4	3.0	1.08	1.2	0.0	-8.1
Cc1ccc(S(=O)(=O)c2nc(-c3ccco3)oc2SCC(N)=O)cc1	4.8	5.7	-4.3	16.0	4.0	0.822	0.943	-12.8	17.8
Cn1c(SCC(=O)NC2CC2)nnc1C1CC1	-11.1	19.4	-6.0	10.1	-2.9	1	0.806	-6.5	-0.2
O=C1CCCCCN1CP(=O)(O)CN1CCCCCC1=O	-2.1	-0.6	-18.7	22.4	-1.9	0.928	1.01	-10.8	7.2
Cc1c(C)c2c(OCC(=O)N[C@@H](C(=O)O)c3ccccc3)cc3c(c2oc1=O)CCC(C)(C)O3	-1.8	3.0	-2.8	10.3	2.5	0.959	0.97	-18.1	4.1
Cc1ccc(CNC(=O)Nc2ccccc2)c(C)c1	8.1	-15.6	-21.9	34.4	11.1	1.36	1.16	10.3	-36.0
Cc1ccc2c(c1)N(CC(=O)N1CCN(c3nc4ccccc4s3)CC1)C(=O)C(C)O2 (centres undefined)	-8.1	5.3	8.4	-0.9	5.7	0.947	0.947	-16.4	5.3
CCOC(=O)c1ccc2c(c1)N(CC)C(=O)c1ccccc1S2	5.9	3.7	-33.4	20.9	-8.2	0.935	0.963	-2.5	6.5
CCCn1c(N)c(N(CCOC)C(=O)/C=C/c2ccc(C(=O)OC)cc2)c(=O)[nH]c1=O	0.5	8.6	-9.7	18.6	-25.2	0.94	0.914	-10.0	6.0
Cc1c(NC(=S)N/N=C/c2ccc(O)cc2)c(=O)n(-c2ccccc2)n1C	4.5	-3.9	-4.4	16.1	-8.1	1.09	1.04	1.6	-9.1
COc1ccccc1N1CCN(C/C(O)=C(\C#N)c2nc(-c3ccccc3)cs2)CC1	-21.5	2.6	-9.1	1.3	6.2	0.987	0.974	-16.1	1.3
CC(C)CC1CC(=O)OC1(C)C(=O)CSc1nc2ccccc2s1 (centres undefined)	12.2	-5.0	21.3	18.4	9.3	0.893	1.05	-7.9	10.7
CCOc1cc(C)cc2oc(=O)cc(-c3ccccc3)c12	9.5	3.5	33.3	41.5	-0.6	0.984	0.965	-1.6	1.6
c1ccc(CSc2nnnn2-c2cccc3ccccc23)nc1	2.1	-10.5	7.5	22.5	-8.1	1.07	1.1	-4.0	-7.4
O=C(NCC(=O)N(Cc1ccco1)C(C(=O)NC1CCCCC1)c1cccnc1)c1cccs1 (centres undefined)	0.6	6.0	20.3	0.8	-4.0	0.959	0.94	-11.1	4.1
CC(C)CC(NC(=O)c1ccc(Cl)cc1)C(=O)O (centres undefined)	3.1	-7.0	2.4	-9.4	1.4	1.04	1.07	1.2	-4.4
COc1ccccc1NC(=O)C(C)Sc1nc2ccccc2c(=O)n1CC1CCCO1 (centres undefined)	17.6	-7.8	-3.4	16.1	1.9	1.03	1.08	-7.7	-2.8
CCn1c2ccc(F)cc2c2nnc(SCCN3CCOCC3)nc21	4.4	-6.9	28.3	12.6	3.8	0.999	1.07	-0.8	0.1
